IP6K1 inh – Primary qHTS assay for small molecule inhibitors of Inositol hexaphosphate kinase 1 (IP6K1); IP6K1 kinase, ADP-Glo luminescence, 2 h; stronger effect = lower value; 140,000 compounds, 0.81% hits; AID 1645851, 2021; activity change, % (series mostly up to about 58 µM); in the data active = activity change below about -25%
Target sequence (Q92551 whole entry, looked up): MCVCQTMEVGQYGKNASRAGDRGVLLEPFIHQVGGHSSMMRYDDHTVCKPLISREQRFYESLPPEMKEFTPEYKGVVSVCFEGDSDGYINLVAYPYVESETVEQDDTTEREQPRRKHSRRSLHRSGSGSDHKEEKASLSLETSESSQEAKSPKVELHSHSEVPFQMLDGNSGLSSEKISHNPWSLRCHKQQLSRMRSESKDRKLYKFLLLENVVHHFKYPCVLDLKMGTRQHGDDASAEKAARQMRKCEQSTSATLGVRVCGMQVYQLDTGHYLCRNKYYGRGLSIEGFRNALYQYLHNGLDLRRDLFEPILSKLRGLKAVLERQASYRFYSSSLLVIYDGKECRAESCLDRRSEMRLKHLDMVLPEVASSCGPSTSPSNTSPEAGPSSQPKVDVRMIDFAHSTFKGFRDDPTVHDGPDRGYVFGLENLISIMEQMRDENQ
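ADP-Glo luminescence measures ADP made by human IP6K1 during a 2 h RT reaction with ATP/IP6 (mix at 1.3 mM/130 uM); top library doses 57.5 and 19.1 uM final.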
HEK293 viab – GF-AFC viability counterscreen for inhibitors of alpha-synuclein gene (SNCA) expression. HEK-293-SNCA-luc viability, GF-AFC fluorescence, 24 h. 150,000 compounds, 0.12% hits. Potency, µM (doses to about 57.1 µM), without a hit: top-dose activity change, negative = cytotoxicity, most hits filed as cytotoxic. AID 1671193, 2021;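 note: potency is the fitted concentration of half-maximal effect; 0% = DMSO-treated cells and -100% = medium-only wells without cells; nearly all actives have a fitted effect of over 30% in size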
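HEK-293-SNCA-luc cells (1500/well) plated 24 h, then exposed 24 h to a dilution series; GF-AFC added 30 min at 37C, fluorescence 405/540 nm; normalised to medium-only and DMSO wells, Hill fit.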
SNCA expr inhib – Primary qHTS assay for inhibitors of alpha-synuclein gene (SNCA) expression. HEK-293 SNCA-luciferase knock-in, luminescence, 24 h. 140,000 compounds, 0.17% hits. AID 1671194, 2021. Potency, µM (doses to about 57.2 µM), inactives show top-dose activity change, negative = inhibition, most hits filed as inhibitors;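 note: potency is the fitted concentration of half-maximal effect; plate controls were DMSO cells for no effect and cell-free wells for full effect; nearly all actives have a fitted effect of over 45% in size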
HEK293 tox – Cytotoxic Profiling in HEK 293 Cell Line of Diverse Libraries Using Quantitative High-Throughput Screening; HEK 293 viability, ATP luminescence (CellTiter-Glo), 48-72 h; AID 1345083, 2018; Potency, µM (top dose mostly 115 µM), for inactives: top-dose activity change, negative = cytotoxicity, actives largely listed as inhibitors; 94,000 compounds, 6.6% hits; note: potency is the fitted concentration of half-maximal effect; nearly all actives have a fitted effect of over 60% in size
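Cells seeded first (HEK 293, 250 cells/well), then compound added by pintool. Incubation ran 48 or 72 hr at 37 degree Celsius. CellTiter-Glo was added and luminescence imaged after 10 min at room temperature.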
Luciferase inh – Firefly luciferase inhibition profiling of diverse chemical library using quantitative high-throughput screening. 76,000 compounds, 2.5% hits. purified P. pyralis luciferase, luminescence, biochemical. Potency, µM (series often up to 115 µM), for the others: at the highest dose activity change, negative = inhibition, usual class: inhibitors; note: potency is the fitted concentration of half-maximal effect; nearly all actives have a fitted effect of over 65% in size
Target sequence (P08659 whole entry, looked up): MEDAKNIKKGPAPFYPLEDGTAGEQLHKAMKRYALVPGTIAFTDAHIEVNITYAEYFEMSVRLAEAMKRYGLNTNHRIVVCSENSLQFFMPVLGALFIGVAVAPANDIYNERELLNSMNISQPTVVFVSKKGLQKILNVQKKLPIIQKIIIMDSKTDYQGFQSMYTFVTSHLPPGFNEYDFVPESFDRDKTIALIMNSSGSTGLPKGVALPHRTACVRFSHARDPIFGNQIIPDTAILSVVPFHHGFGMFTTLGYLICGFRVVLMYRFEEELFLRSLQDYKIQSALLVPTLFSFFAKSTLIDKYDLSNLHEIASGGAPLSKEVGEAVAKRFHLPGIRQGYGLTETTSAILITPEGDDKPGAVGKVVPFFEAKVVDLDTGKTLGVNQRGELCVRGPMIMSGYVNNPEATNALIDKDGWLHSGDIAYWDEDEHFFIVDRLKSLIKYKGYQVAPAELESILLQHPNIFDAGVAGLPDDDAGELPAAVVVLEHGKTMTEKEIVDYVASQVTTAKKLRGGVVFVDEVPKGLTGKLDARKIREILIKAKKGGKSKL
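Purified 10nM P. pyralis luciferase with 10uM D-luciferin and 10uM ATP in 50mM Tris acetate pH 7.5, 10mM Mg acetate, 0.01% Tween-20, 0.05% BSA. qHTS titration; luminescence read by CCD imager.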
NIH3T3 tox – Cytotoxic Profiling in NIH 3T3 Cell Line of Diverse Libraries Using Quantitative High-Throughput Screening | NIH 3T3 viability, CellTiter-Glo ATP luminescence, 48-72 h | Potency, µM (series often up to 96.7 µM), for inactives: at the highest dose activity change, negative = cytotoxicity, usual class: inhibitors | 94,000 compounds, 4.3% hits; note: potency is the fitted concentration of half-maximal effect; nearly all actives have a fitted effect of over 55% in size
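NIH 3T3 cells at 400 cells/well received 23 nL of compound by pintool and were incubated 48 or 72 h at 37 °C. Viability was read as ATP-coupled CellTiter-Glo luminescence.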
GPT2 inh – Primary qHTS assay for inhibitors of Glutamate pyruvate transaminase 2 (GPT2); Alanine aminotransferase 2 (Homo sapiens), Q8TD30; Recombinant GPT2, coupled pyruvate oxidase/HRP Amplex Red fluorescence; Potency, µM (series often up to 57.7 µM), for inactives: top-dose activity change, negative = inhibition, hits mostly inhibitors; 100,000 compounds, 0.25% hits; note: potency is the fitted concentration of half-maximal effect; nearly all actives have a fitted effect of over 60% in size; many of its hits are not listed in these tables
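Fluorescence of coupled pyruvate oxidase/HRP/Amplex Red system (50uM Amplex, 30 min, dark) reports pyruvate formed by GPT2. Enzyme reaction: 10ng/uL GPT2, 2mM L-alanine, 250uM a-KG, 30 min room temperature, pH 7.5; 50uM AOA control.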
An asterisk follows results filed as active; i = inactive; ? = inconclusive; · = not tested or not shown; [ ] = another dose, or the depositor's remark. Unless noted, calls come from the whole dose curve; as a rule, active = well fitted curve in the direction sought with a large enough effect; inconclusive = small, poorly fitted or top-dose-only effect, or another doubt; inactive = no such curve, though single readings can be large; an effect the other way counts as inactive or inconclusive. Unless noted, % is set by controls: 0 for no effect and ±100 for the full control effect. Some of the compounds tested; rates above refer to the full screens.

#	SMILES	NIH3T3 tox	GPT2 inh	HEK293 tox	Luciferase inh	HEK293 viab	SNCA expr inhib	IP6K1 inh
1	COc1ccc2n[nH]c(CN3CCC(C(C)N4CCCC4)CC3)c2c1 (configuration not stated)	-17.1%	i	-7.7%	0.0%	-22.7%	-14.9%	0.0
2	Cc1ncccc1OC1(C(=O)O)CCN(C(=O)C2CC23CCC3)CC1 (configuration not stated)	i	i	i	8.3%	7.5%	-15.9%	-8.2
3	COc1cc(OC)cc(C(=O)N2CCC(n3cc(-c4nc(C(C)C)no4)nn3)CC2)c1	?	i	?	-4.1%	-4.0%	3.9%	-4.3
4	COc1ccc2c3c1CN(C(=O)N(C)C)CC3=CC(C)(C)CO2	-30.9%	·	?	·	·	·	15.8
5	Cc1ccn2c(=O)c(C(=O)NCCCN3CCCCC3C)c(O)nc2c1 (configuration not stated)	·	·	·	·	2.1%	-12.9%	4.8
6	Cc1ccc(C(=O)N2CCCN(c3ccc4nnc(C5CC5)n4n3)CC2)cc1	-20.9%	·	-12.7%	·	·	·	20.5
7	Cc1cc(C)c2c(CC(=O)Nc3ccc(S(=O)(=O)Nc4nc(C)cc(C)n4)cc3)coc2c1	·	·	·	·	-21.8%	?	15.0
8	CCOc1ccc(CCNC(=O)Cn2nc(CC)n3c(cc4ccccc43)c2=O)cc1	·	·	·	·	7.7%	17.9%	6.2
9	CCCCOc1ccc(CNC(=O)C2CCN(c3nnc(-n4cccc4CNc4ccc(C)cc4)s3)CC2)cc1	·	·	·	·	10.4%	7.4%	-12.3
10	COc1cccc(C(=O)N2CCCC(C(=O)N3CCC(N4CCOCC4=O)CC3)C2)c1 (configuration not stated)	i	i	1.1%	·	0.4%	16.3%	0.0
11	O=C1COCC2(CN1Cc1ccc(F)cc1Cl)CN(c1ccc(C(F)(F)F)cn1)C2	?	-15.1%	?	0.2%	5.4%	-3.2%	13.9
12	Cc1cccc(C(=O)NC(CC(C)C)c2nnc3n2CCNCC3)n1 (configuration not stated)	1.1%	-0.9%[11.5 µM]	-1.8%	-6.7%	-24.3%	-1.5%	-10.4
13	COc1cccc(CN2CCCCCCNC(=O)CC2)c1	-17.6%	i	3.4%	4.7%	0.6%	-5.1%	-0.3
14	CSc1ccc(CCNC(=O)C(C)n2c(C)c3cnn(-c4ccccc4)c(=O)c3c2C)cc1 (configuration not stated)	·	·	·	·	2.2%	-5.7%	-14.2
15	CCCCCCCCCCCCCCCCCCNC(=O)OCC(COP(=O)([O-])OCC[n+]1ccsc1)OC (configuration not stated)	·	i	·	·	-2.6%	-8.8%	·
16	NC(=O)C1CCN(c2cc(-c3noc([C@@H]4CCCN4Cc4ccccc4F)n3)ccn2)CC1	-26.6%	-14.4%	?	-1.3%	-8.8%	-17.7%	8.7
17	CCOC(=O)c1c(C)c(C(=O)NCCc2ccc(OC)cc2)c(C)n1CC	·	·	·	·	2.2%	5.6%	-2.7
18	CC(C)c1cnc(C2CCCN(C(=O)OC(C)(C)C)C2)[nH]1 (configuration not stated)	-22.1%[138 µM]	-9.9%[88.5 µM]	-27.3%[172 µM]	·	-1.7%[87.6 µM]	-20.1%[87.6 µM]	8.8
19	COc1ccc(-n2nc3n(c2=O)CCN(C(=O)c2ccc(Cl)cc2)C3)cc1	-26.2%	i	?	·	0.3%	7.6%	5.1
20	COc1ccccc1N1CCN(C(=O)C2CCCN(C(=O)c3ccccc3)CCC(=O)NCC2)CC1 (configuration not stated)	i	i	i	6.8%	0.7%	12.6%	-8.8
21	COc1ccc(S(=O)(=O)c2cn(Cc3ccccc3)c3ccc(OC)cc3c2=O)cc1	·	·	·	·	6.4%	-19.1%	-8.7
22	CCc1ccc(NC(=O)CSc2nc(C)cc(COC)c2C#N)cc1	·	·	·	·	16.4%	?	9.4
23	CN1CC(=O)N(C2CCNC2)Cc2c1ncnc2N1CCCN(Cc2ccccc2)CC1 (configuration not stated)	i	-19.8%	-6.5%	·	-4.2%	?	6.3
24	Cc1cccc(C(c2sc3nc(-c4ccco4)nn3c2O)N2CCN(c3ccccc3F)CC2)c1 (configuration not stated)	·	·	·	·	10.0%	6.6%	-4.5
25	Cc1ccc(-n2ncc(C(=O)NCc3cccs3)c2C2CCN(C(=O)OC(C)(C)C)CC2)cc1	·	·	·	·	?	?	8.4
26	Cc1onc(-c2ccc(Br)cc2)c1C(=O)Nc1ccc(Br)cc1F	·	·	·	·	25.7%	84.7%[activator]	-2.5
27	CC(C)Cc1cn(C2CCN(Cc3cc4c(cc3Cl)OCO4)CC2)nn1	?	-5.5%	?	3.3%	-2.6%	12.4%	-4.4
28	CCCC(=O)Oc1c(Sc2ccc(C)cc2)c(C)nn1-c1ccccc1	·	·	·	·	0.3%	0.3%	6.3
29	CCN1C(=O)c2ccccc2Sc2ccc(NC(=O)COc3ccc(Cl)cc3)cc21	·	·	·	·	-7.2%	?	-12.3
30	OC1CC(c2cc(N3CCC(c4nc5ccccc5[nH]4)CC3)ncn2)C1 (configuration not stated)	?	-4.3%	-39.5%	-1.0%	-6.5%	-15.3%	-1.5
31	CC1=C(C(=O)Nc2ccc(C)cc2C)C(c2ccc(Cl)cc2)n2nc(C(=O)OC(C)C)nc2N1 (configuration not stated)	·	·	·	·	-18.5%	-1.9%	10.7
32	O=C(NC1CCC1)c1c(OCC2CC2)cc(=O)n2c1CCOCC2	2.3%	-11.4%	i	-10.2%	?	-6.5%	1.4
33	O=C(CN1C(=O)NC2(CCOCC2)C1=O)Nc1ccc2c(c1)CCC2	-8.2%	i	-1.5%	-3.9%	8.7%	27.6%	31.4
34	CCOC(=O)CNC(=O)Nc1cc(C(=O)NCc2ccccc2OC)ccc1N1CCCC1	·	·	·	·	4.1%	20.9%	-4.5
35	COc1ccc(NC(=O)Nc2cc(-c3cn4cccnc4n3)ccc2C)cc1	·	·	·	·	-9.8%	100.3%[activator]	-10.1
36	COc1cccc(-c2cccc(C(=O)N3CCCC3C(=O)NCc3ccc(C(F)(F)F)cc3)c2)c1 (configuration not stated)	?	-11.6%	?	·	2.8%	-9.2%	11.8
37	Cc1c(NS(=O)(=O)c2ccccc2)cc(C(C)C)c(O)c1S(=O)(=O)c1ccc(Cl)cc1	·	·	·	·	-18.8%	?	28.9
38	CC(C)C(=O)N1CCC(N2C[C@H](O)C[C@H]2C(=O)NC2CCCCC2)CC1	i	i	i	0.0%	0.6%	8.4%	-5.9
39	COC(=O)c1ccc(Nc2ncnc3c2cnn3-c2ccccc2)cc1	·	·	·	·	-0.3%	54.5%[activator]	57.9
40	O=C(O)Cn1ccc2cc(OCC3CCN(C(=O)COc4ccccc4)CC3)cnc21	?	1.5%[88.5 µM]	i	-25.6%[172 µM]	2.1%[87.6 µM]	-13.9%[87.6 µM]	-7.8
41	CC(C)C1=NOC2(CCCN(CC3CCCC3)C2)C1 (configuration not stated)	-1.7%[138 µM]	i	3.8%[172 µM]	·	-2.9%[87.6 µM]	-14.7%[87.6 µM]	-1.8
42	CCCn1c(=O)c2sccc2n2c(CCCC(=O)Nc3cccc(CC)c3)nnc12	·	·	·	·	?	?	19.6
43	Cn1c(SCC(=O)N2CCC[C@H]2C(=O)Nc2ccccc2-c2ccccc2)nc2ccccc21	·	i	·	·	-24.3%	·	-15.1
44	O=C1Nc2ccccc2CC12CCN2Cc1cccc2ccccc12 (configuration not stated)	89.1µM*	-3.6%[88.5 µM]	?	-7.6%[172 µM]	-3.5%[87.6 µM]	-6.8%[87.6 µM]	8.7
45	COC(=O)C1CCN(C(=O)CC[C@H]2CNC(=O)[C@@H]3[C@@H](CCN3Cc3cccs3)N2C)CC1	-16.0%	-6.5%	-11.9%	0.5%	2.1%	31.5%[activator]	16.9
46	Cc1ccc(Cl)cc1N1CCN(c2nc3ccccc3c3nc(-c4cccnc4)nn23)CC1	·	·	·	·	8.3%	-1.6%	7.9
47	CN(C)C(=O)N1Cc2ccccc2OC2(CCN(C(=O)c3c[nH]c4ccccc34)CC2)C1	3.1%	-4.6%	-1.2%	·	2.5%	16.8%	-3.3
48	N=c1n(CCO)c2ccccc2n1Cc1ccccc1F	·	·	·	·	11.7%	12.0%	-2.1
49	CCCCCC(=O)N1CC[C@@H](CC(=O)NCc2ccc(F)cc2)[C@@H](CC)C1	-29.0%[174 µM]	i	?	-1.7%[172 µM]	1.1%[87.6 µM]	-14.1%[87.6 µM]	-4.8
50	CCCCC(=O)N(C)CC1CCOCC1	i	-11.1%	12.6%	5.8%	7.7%	-5.9%	8.4
51	CCOc1ccc(-n2cc(-c3ccccc3)c3c(Nc4cccc(F)c4)ncnc32)cc1	·	·	·	·	5.1%	14.1%	15.1
52	O=[N+]([O-])c1ccc(C(c2sc3nc(-c4ccco4)nn3c2O)N2CCN(Cc3ccccc3)CC2)cc1 (configuration not stated)	·	·	·	·	-8.4%	4.1%	-1.5
53	CCn1cnnc1CC1CCN(C(=O)C2CCCCC2)C1 (configuration not stated)	-2.1%	i	1.0%	?	3.6%	55.7%[activator]	11.0

Entries above containing an NH in an aromatic ring:
#	SMILES	NIH3T3 tox	GPT2 inh	HEK293 tox	Luciferase inh	HEK293 viab	SNCA expr inhib	IP6K1 inh
1	COc1ccc2n[nH]c(CN3CCC(C(C)N4CCCC4)CC3)c2c1 (configuration not stated)	-17.1%	i	-7.7%	0.0%	-22.7%	-14.9%	0.0
18	CC(C)c1cnc(C2CCCN(C(=O)OC(C)(C)C)C2)[nH]1 (configuration not stated)	-22.1%[138 µM]	-9.9%[88.5 µM]	-27.3%[172 µM]	·	-1.7%[87.6 µM]	-20.1%[87.6 µM]	8.8
30	OC1CC(c2cc(N3CCC(c4nc5ccccc5[nH]4)CC3)ncn2)C1 (configuration not stated)	?	-4.3%	-39.5%	-1.0%	-6.5%	-15.3%	-1.5
47	CN(C)C(=O)N1Cc2ccccc2OC2(CCN(C(=O)c3c[nH]c4ccccc34)CC2)C1	3.1%	-4.6%	-1.2%	·	2.5%	16.8%	-3.3
